Screens (PubChem BioAssay)
DT40 TDP1 no CPT = qHTS for Inhibitors of human tyrosyl-DNA phosphodiesterase 1 (TDP1): qHTS in cells in absence of CPT | DT40 Tdp1-/- hTDP1 cells, no CPT, ATP luminescence, 48 h | Potency, µM (top dose mostly 46.2 µM), inactives show top-dose activity change, negative = growth inhibition, hits mostly inhibitors | 420,000 compounds, 15% hits | AID 686978, 2013; also: nearly all actives have a fitted effect of over 55% in size
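DT40 Tdp1-/-;hTDP1 cells, no CPT (DMSO vehicle only), 400 cells/well; compounds pin-transferred; ≥48 hr, 37 °C; CellTiter-Glo 30 min RT dark, luminescence read.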
DT40 TDP1 CPT = growth inhibition of DT40 Tdp1-/-;hTDP1 cells with camptothecin (screen for TDP1 inhibitors); AID 686979; chicken DT40 Tdp1-/-;hTDP1 cells + 20 nM CPT, ATP luminescence, 48 h; 420,000 compounds, 12% hits; Potency, µM (highest dose often 46.2 µM), inactives show top-dose activity change, negative = growth inhibition, actives largely listed as inhibitors; also: nearly all actives have a fitted effect of over 55% in size
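Chicken DT40 Tdp1-/- cells complemented with human TDP1, 400 cells/well, exposed to compounds plus 20 nM camptothecin for at least 48 h at 37 C; viability read as ATP content by CellTiter-Glo luminescence.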
TDP1 inh = inhibitors of human tyrosyl-DNA phosphodiesterase TDP1 | Q9NUW8 | 350,000 compounds, 0.28% hits | AID 485290 | Potency, µM (series often up to 130 µM), for inactives: at the highest dose activity change, negative = inhibition, usual class: inhibitors | recombinant TDP1, AlphaScreen DNA substrate cleavage; also: nearly all actives have a fitted effect of over 40% in size
Target sequence (Q9NUW8 whole entry, looked up): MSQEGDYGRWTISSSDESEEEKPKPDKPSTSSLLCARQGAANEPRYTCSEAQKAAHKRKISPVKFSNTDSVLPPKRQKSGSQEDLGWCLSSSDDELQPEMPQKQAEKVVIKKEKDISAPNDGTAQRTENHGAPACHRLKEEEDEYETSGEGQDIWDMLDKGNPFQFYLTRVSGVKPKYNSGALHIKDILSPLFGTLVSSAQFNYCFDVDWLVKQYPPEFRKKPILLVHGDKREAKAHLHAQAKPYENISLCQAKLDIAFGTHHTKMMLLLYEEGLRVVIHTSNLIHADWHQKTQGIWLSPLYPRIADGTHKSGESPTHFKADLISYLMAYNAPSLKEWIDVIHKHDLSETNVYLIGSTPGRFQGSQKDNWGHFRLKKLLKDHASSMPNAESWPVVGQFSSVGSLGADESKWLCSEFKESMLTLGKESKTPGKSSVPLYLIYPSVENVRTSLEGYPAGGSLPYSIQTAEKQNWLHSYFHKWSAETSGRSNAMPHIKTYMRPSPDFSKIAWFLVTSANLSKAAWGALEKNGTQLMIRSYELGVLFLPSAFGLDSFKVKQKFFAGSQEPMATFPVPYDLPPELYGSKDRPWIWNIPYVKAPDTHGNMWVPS
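Enzyme-compound mixtures sat 15 min at room temperature, followed by a 5 min reaction with 15 nM final substrate and 10 min with AlphaScreen beads. Recombinant human Tdp1 was used at 1 nM final.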
Active calls of the source: *; u = inconclusive; x = no result given; & = joins results of further samples; [ ] = another dose, or the depositor's remark. Calls follow the shape of the dose curve; as a rule, active = well fitted curve in the direction sought with a large enough effect; inconclusive = small, poorly fitted or top-dose-only effect, or another doubt; inactive = no such curve, though single readings can be large; an effect the other way counts as inactive or inconclusive. % is scaled to controls: 0 for no effect and ±100 for the full control effect; potency is read from the fitted curve at half-maximal effect.

(1) COc1cccc(N2C(=O)C(c3ccccc3)=C(c3nc4ccccc4s3)C2NC(C)=O)c1 (stereo not given)
(2) COc1ccc(OCC(=O)NCc2cccnc2)cc1
(3) O=C(O)C1CCN(S(=O)(=O)c2cccs2)CC1
(4) COc1ccc(CN2CCN(C(C)C(=O)N3CCc4ccccc43)CC2)cc1OC (stereo not given)
(5) COc1ccccc1NC(=O)N(C)C[C@@H]1OCc2cnnn2CCCC(=O)N([C@@H](C)CO)C[C@@H]1C
(6) CCCCN1C[C@H](C)[C@@H](CC(=O)NCc2ccccc2)C1=O
Compound	1	2	3	4	5	6
DT40 TDP1 CPT	u	3.2%	10.2%	-28.5%	-2.4%	2.0%&-15.2%
DT40 TDP1 no CPT	u	-2.6%	0.2%	u	5.8%	8.6%&-20.0%
TDP1 inh	5.9%	6.5%	0.5%	4.0%[0.0935 µM]	x	x

(7) COC(=O)c1ccc(NCN2C(=O)C3C4CCC(C4)C3C2=O)cc1 (stereo not given)
(8) Cc1ccc(CN(C(=O)c2ccco2)C(C(=O)NC2CCCC2)c2ccc(N3CCOCC3)cc2)cc1 (stereo not given)
(9) O=C(Nc1cc(C(F)(F)F)ccc1Cl)c1ccc2c(c1)CCN2S(=O)(=O)c1ccccc1
(10) COc1cccc(C(=O)Nc2ccc3[nH]ncc3c2)c1
(11) COc1ccccc1NC(=O)c1c([N+](=O)[O-])cnn1C
(12) COc1ccc(CCNc2oc(COc3ccccc3Cl)nc2C#N)cc1OC
Compound	7	8	9	10	11	12
DT40 TDP1 CPT	12.2%	-26.3%	18.4µM*	-4.9%	-2.5%	u
DT40 TDP1 no CPT	5.7%	u	11.6µM*	-28.7%	-14.7%	u
TDP1 inh	0.0%	7.4%[56.1 µM]	0.0%	x	1.41µM*	10.4%

Four of the compounds above, with tabs:
entry	canonical_smiles	DT40 TDP1 CPT	DT40 TDP1 no CPT	TDP1 inh
9	O=C(Nc1cc(C(F)(F)F)ccc1Cl)c1ccc2c(c1)CCN2S(=O)(=O)c1ccccc1	18.4µM*	11.6µM*	0.0%
10	COc1cccc(C(=O)Nc2ccc3[nH]ncc3c2)c1	-4.9%	-28.7%	x
11	COc1ccccc1NC(=O)c1c([N+](=O)[O-])cnn1C	-2.5%	-14.7%	1.41µM*
12	COc1ccc(CCNc2oc(COc3ccccc3Cl)nc2C#N)cc1OC	u	u	10.4%

(cont.)
(13) N#Cc1ccc(NC(=O)c2cc(=O)c3ccccc3o2)cc1
(14) Cc1nsc2c1ccc1ccccc12
(15) S=C(NCCc1ccccc1)Nc1ccc(Cl)cc1
(16) CCOc1ccc(C(c2c(O)cc(C)n(CCOC)c2=O)N2CCN(c3ccccc3)CC2)cc1 (stereo not given)
(17) CCN1C(=O)c2ccccc2S(=O)c2ccc(C(=O)N3CCOCC3)cc21 (stereo not given)
(18) Cc1cccc(C)c1NC(=O)CCC(=O)N1Cc2ccccc2Oc2ncccc21
Compound	13	14	15	16	17	18
DT40 TDP1 CPT	-3.5%	2.0%	20.6µM*	0.8%	-3.6%	-6.9%
DT40 TDP1 no CPT	-1.2%	-6.2%	4.61µM*	-8.9%	-0.6%	-26.0%
TDP1 inh	-1.6%	5.1%	2.7%	0.0%	7.7%	3.2%

(19) CC1(C)CC(=O)C2=C(C1)N=C1SCCC(=O)N1C2c1cccc([N+](=O)[O-])c1 (stereo not given)
(20) O=C(Cn1nc(-c2ccc(F)cc2)ccc1=O)Nc1ccc(C(=O)NC2CC2)cc1
(21) COc1cccc(N/C=C/C(=O)c2ccc(Cl)cc2)c1
(22) Cn1nnc(C(O)CNCc2cccs2)n1 (stereo not given)
(23) CCn1c(CNC(=O)c2cccc(C)c2)nnc1SCC(=O)NC1CCCC1
(24) CS(=O)(=O)Nc1ccc(C(=O)NCCSCc2c(F)cccc2Cl)cc1
Compound	19	20	21	22	23	24
DT40 TDP1 CPT	-27.4%	2.6%	13.2%	-6.9%	-6.2%	1.7%
DT40 TDP1 no CPT	-22.9%	-8.1%	-16.8%	6.5%	-11.7%	u
TDP1 inh	7.7%	7.9%	-5.6%	3.9%	x	x

(25) CCOC(=O)CN(C(=O)CSc1nnc(-c2ccncc2)n1CCCN(C)C)c1ccccc1
(26) Nc1cnccn1
(27) CCOc1cc(C(=O)NC)cc(OCC)c1OCC
(28) COc1ccc(-c2cc(-c3ccccc3)c(C#N)c(SCC(=O)Nc3ncc(C)s3)n2)cc1
(29) Cc1cc(C(F)(F)F)nc(SCC(=O)NC2=NC(=O)C(C)S2)n1 (stereo not given)
(30) CCN(CC)CCn1c2ccc(Cl)cc2c2nc(C)sc21
Compound	25	26	27	28	29	30
DT40 TDP1 CPT	-5.6%	-2.9%	-9.5%	-20.0%	-0.3%	u
DT40 TDP1 no CPT	-2.1%	-1.4%	-11.4%	u	-14.9%	23.1µM*
TDP1 inh	-6.8%	x	0.0%	0.0%	6.9%	2.9%

(31) CCn1c(COc2ccc(Cl)cc2)nnc1SCC(=O)Nc1ccc2c(c1)OCO2
(32) COc1ccc(-n2c(-c3ccc(Cl)cc3)c[nH]c2=S)cc1
(33) COc1ccc2c(c1)CCc1c(C(=O)Nc3ccc(C#N)cc3)noc1-2
(34) COc1ccc2nc(C)cc(SCC(=O)O)c2c1
(35) CCCCCCC(=O)Nc1ccc(C(=O)N2CCCC2)cc1
(36) CCN1C(=O)N(CC)C2NC(=S)NC21 (stereo not given)
Compound	31	32	33	34	35	36
DT40 TDP1 CPT	-11.3%	-21.5%	-5.9%	6.3%&3.2%	-0.1%	0.8%
DT40 TDP1 no CPT	u	-8.4%	-13.6%	-11.5%&-5.3%	-12.0%	-9.1%
TDP1 inh	-2.0%	x	7.3%	6.7%&3.8%	2.8%	-2.3%

Record cards, as listed above. Screens in order: DT40 TDP1 CPT | DT40 TDP1 no CPT | TDP1 inh
COc1ccc(CN2CCN(C(C)C(=O)N3CCc4ccccc43)CC2)cc1OC (stereo not given) as listed: -28.5% | u | 4.0%[0.0935 µM]
Cc1cc(C(F)(F)F)nc(SCC(=O)NC2=NC(=O)C(C)S2)n1 (stereo not given) as listed: -0.3% | -14.9% | 6.9%
O=C(Cn1nc(-c2ccc(F)cc2)ccc1=O)Nc1ccc(C(=O)NC2CC2)cc1 as listed: 2.6% | -8.1% | 7.9%
COc1ccc2nc(C)cc(SCC(=O)O)c2c1 as listed: 6.3%&3.2% | -11.5%&-5.3% | 6.7%&3.8%
COc1cccc(N2C(=O)C(c3ccccc3)=C(c3nc4ccccc4s3)C2NC(C)=O)c1 (stereo not given) as listed: u | u | 5.9%

(continued)
(37) O=C(COc1cccc(Br)c1)N/N=C/c1ccc2c(c1)OCCO2
(38) Nc1nc(SCC(=O)N2CCCc3ccccc32)[nH]c(=O)c1-c1ccccc1
(39) O=C(Nc1cccc([N+](=O)[O-])c1)c1ccncc1
(40) CC(C)C(=O)N1CCCC1(C)C(=O)Nc1ccc(-n2cccc2)cc1 (stereo not given)
(41) CCOc1cccc(NCc2cc3c(C(C)(C)C)nn(-c4ccccc4)c3[nH]c2=O)c1
(42) CC(C)CCNC(=O)C1CCN(C(=O)c2cc3sccc3n2Cc2ccc(Cl)cc2)CC1
Compound	37	38	39	40	41	42
DT40 TDP1 CPT	4.7%	3.0%	0.1%	3.7%	-22.3%	18.4µM*
DT40 TDP1 no CPT	-24.7%	-2.3%	-20.2%	-6.4%	-29.4%	9.2µM*
TDP1 inh	x	2.2%	0.6%	x	9.1%	3.9%

(43) O=C(Nc1ccc(CN2CCOCC2)cc1)c1ccc(-c2ccc(Br)cc2)o1
(44) CC(C)(C)NC(=O)Nc1cccc(Cl)c1Cl
(45) Fc1ccccc1C1CCN(Cc2nc(CC3CC3)no2)C1 (stereo not given)
(46) CN(C)CCCN(C(=O)c1ccc(S(=O)(=O)N2CCCC2)cc1)c1nc2ccc(Br)cc2s1
(47) COc1ccc(C(=O)NCCc2nnc(SCc3nc4ccccc4c(=O)[nH]3)n2C)cc1
(48) N#CC1=C(S)N=C(N)C(c2nc(-c3ccccc3)cs2)C12CCCC2 (stereo not given)
Compound	43	44	45	46	47	48
DT40 TDP1 CPT	16.4µM*	-10.8%	1.7%	23.1µM*	-2.1%	u
DT40 TDP1 no CPT	18.4µM*	10.8%	-0.8%	20.6µM*	4.1%	u
TDP1 inh	11.4%	x	x	7.3%	1.1%	6.1%

(49) Cc1nn(-c2ccccc2)c(N)c1C(O)(C(F)(F)F)C(F)(F)F
(50) CN(C)CCN[C@H]1CCC2C3CC=C4C[C@@H](O)CC[C@]4(C)C3CC[C@@]21C (stereo not given in full)
(51) CCc1cc(=O)oc2cc(C)cc(OC(C)C(=O)NC3CC(C)(C)NC(C)(C)C3)c12 (stereo not given)
(52) COC(=O)C1NN=C(C(=O)c2ccc(Br)cc2)C1c1cccc(Br)c1 (stereo not given)
(53) CC(Oc1cc2oc(=O)c3c(c2cc1Cl)CCCC3)C(=O)NCc1cccnc1 (stereo not given)
(54) COc1ccccc1NC(=O)CCn1c(=O)c2cccn2c2ccccc21
Compound	49	50	51	52	53	54
DT40 TDP1 CPT	0.6%	5.8µM*	-0.8%	6.8%	u	u
DT40 TDP1 no CPT	-11.2%	3.26µM*	-10.1%	-18.6%	-24.9%	23.1µM*
TDP1 inh	-4.6%	-0.2%	-0.2%	5.1%	1.6%	5.1%

(55) COc1ccccc1Oc1ccc(N/C=C2/CCCC2=O)cc1
(56) Cc1ccc(CCNC(=O)C2CCC(=O)N(Cc3ccccc3F)C2)o1 (stereo not given)
(57) Clc1cc(Cl)cc(CN2CCSCC2)c1
(58) COc1cccc(NC(=O)Cc2nnc(SCC(=O)NC(C)c3ccccc3)n2C)c1 (stereo not given)
(59) CCCc1nnc(NC(=O)CCS(=O)(=O)Cc2ccccc2)s1
(60) COc1ccc(-c2nn(-c3ccccc3)cc2/C=N/Nc2ccc(S(N)(=O)=O)cc2[N+](=O)[O-])cc1OC
Compound	55	56	57	58	59	60
DT40 TDP1 CPT	u	-20.5%	-7.0%	4.6%	u	-25.5%
DT40 TDP1 no CPT	u	-8.6%	-27.0%	-13.8%	u	u
TDP1 inh	11.0%	6.6%	5.9%	0.0%	3.9%	8.4%

(61) COC(=O)c1ccc2nc(-c3ccc(F)cc3)c(Cc3ccc(OC)cc3C)n2c1
(62) CC(=O)c1cnc2cc(-c3ccccc3)nn2c1C
(63) COc1ccc(C(c2c(C)n(C)n(-c3ccccc3)c2=O)c2c(C)n(C)n(-c3ccccc3)c2=O)cc1
(64) CO/N=C/c1c(-c2ccc(Cl)cc2)nc2cc(C)ccn12
(65) CC(=O)OC1CSC2c3ccccc3C(=O)N2Cc2sccc21 (stereo not given)
(66) COCc1nnc(NC(=O)CCc2ccc(OC)cc2)s1
Compound	61	62	63	64	65	66
DT40 TDP1 CPT	u	1.8%	-16.5%	u	-16.3%	6.1%
DT40 TDP1 no CPT	u	-18.5%	-8.4%	u	-1.6%	-6.3%
TDP1 inh	x	-5.6%	x	0.0%	x	0.1%

(67) CCc1ccc(C(=O)OCC(=O)NCC(F)(F)F)cc1
(68) CC(C)(C)C(=O)Nc1c2c(nn1-c1cccc(Cl)c1)CS(=O)(=O)C2
(69) c1ccc(-c2nc(NCC3CC3)nc3ccsc23)cc1
(70) O=C(C1CCN(c2ncnc3c2nc2n3CCCCC2)CC1)N1CCN(c2ccccc2)CC1
(71) COc1ccccc1C(=O)Nc1ccc2c(c1)CN(C(=O)CSC)CC2
(72) c1cc2c(cc1Oc1nc(N3CCOCC3)nc(N3CCOCC3)n1)OCO2
Compound	67	68	69	70	71	72
DT40 TDP1 CPT	0.6%	-1.7%	16.4µM*	u	u	-14.2%
DT40 TDP1 no CPT	0.1%	20.9%	u	20.6µM*	u	u
TDP1 inh	-5.3%	x	x	0.0%	2.5%	5.5%

(73) CCOc1cc(OCC)cc(C(=O)NC(=S)Nc2cccc(C(F)(F)F)c2)c1
(74) Cc1cccc(N(CC(=O)NC2CC2)S(=O)(=O)c2ccc(Cl)cc2)c1
(75) CCSC1=NCCN1S(=O)(=O)c1ccc(F)cc1
(76) O=C(Nc1ccc(S(=O)(=O)N2CCOCC2)cc1)c1ccc(Cl)cc1Cl
Compound	73	74	75	76
DT40 TDP1 CPT	-28.3%	-18.5%	12.1%	u
DT40 TDP1 no CPT	-0.1%	-0.6%	-3.6%	20.6µM*
TDP1 inh	5.0%	2.8%	5.3%	x
